USP30 block = human USP30 deubiquitinase inhibition; Q70CQ3; purified USP30, Ub-rhodamine cleavage fluorescence; inhibition, % at 25 µM; 47,000 compounds, 5.3% hits; AID 1645860
USP10 inh = human USP10 deubiquitinase inhibition; Q14694; purified USP10, Ub-rhodamine fluorescence, 60 min; inhibition, % at 20 µM; 47,000 compounds, 1.1% hits
Target sequence (Q14694 whole entry, looked up): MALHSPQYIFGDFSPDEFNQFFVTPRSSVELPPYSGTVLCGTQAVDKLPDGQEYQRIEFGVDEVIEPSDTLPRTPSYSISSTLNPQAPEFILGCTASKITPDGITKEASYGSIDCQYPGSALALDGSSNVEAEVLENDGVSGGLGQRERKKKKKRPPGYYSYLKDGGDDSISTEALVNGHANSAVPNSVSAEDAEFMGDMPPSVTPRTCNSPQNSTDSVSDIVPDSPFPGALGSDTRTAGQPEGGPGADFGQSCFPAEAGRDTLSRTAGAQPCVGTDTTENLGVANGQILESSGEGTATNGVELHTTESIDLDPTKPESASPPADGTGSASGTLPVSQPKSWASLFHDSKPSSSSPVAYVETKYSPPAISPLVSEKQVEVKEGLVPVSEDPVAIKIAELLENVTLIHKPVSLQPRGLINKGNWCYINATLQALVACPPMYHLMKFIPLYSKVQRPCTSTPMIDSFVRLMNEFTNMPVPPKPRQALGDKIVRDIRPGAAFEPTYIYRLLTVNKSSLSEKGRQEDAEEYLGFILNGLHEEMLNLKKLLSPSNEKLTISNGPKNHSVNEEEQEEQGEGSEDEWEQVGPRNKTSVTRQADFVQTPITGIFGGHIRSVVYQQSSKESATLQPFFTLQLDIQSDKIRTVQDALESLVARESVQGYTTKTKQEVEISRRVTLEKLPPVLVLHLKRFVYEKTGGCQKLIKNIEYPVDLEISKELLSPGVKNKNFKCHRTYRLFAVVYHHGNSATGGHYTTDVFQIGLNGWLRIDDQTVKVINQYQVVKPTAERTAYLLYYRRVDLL
OTUD3 inh = blocks human OTUD3 ubiquitin-rhodamine cleavage. Q5T2D3. purified OTUD3, Ub-rhodamine fluorescence, 2 h. inhibition, % at 25 µM. 47,000 compounds, 0.7% hits. AID 1645858
USP17 inh = inhibitors of human USP17 deubiquitinase; 47,000 compounds, 6.5% hits; A8MUK1; AID 1645855; inhibition, % at 50 µM; purified USP17, Ub-rhodamine cleavage fluorescence, 3 h
USP28 inh = inhibitors of human USP28 deubiquitinase; Q96RU2; purified USP28, Ub-rhodamine cleavage fluorescence, 30 min; inhibition, % at 25 µM; 47,000 compounds, 3% hits; AID 1645857
UCHL1 block = blocks human UCHL1 ubiquitin-rhodamine cleavage; 47,000 compounds, 0.2% hits; P09936; inhibition, % at 20 µM; purified UCHL1, Ub-rhodamine cleavage fluorescence
USP8 inh = human USP8 deubiquitinase inhibition | P40818 | purified USP8, Ub-rhodamine cleavage fluorescence, 30 min | inhibition, % at 20 µM | 47,000 compounds, 4.2% hits | AID 1645853
USP7 block = blocks human USP7 ubiquitin-rhodamine cleavage. Q93009. purified USP7, Ub-rhodamine cleavage fluorescence. inhibition, % at 20 µM. 47,000 compounds, 0.3% hits
The depositor's hits bear a star; i = inactive; · = not tested or not shown. No stated cut-off is given here; in the data, active means inhibition above about 30%; inactive means the rest. Not a hit list; 13% or so of the library scored in one or more.

Compound	USP30 block	USP10 inh	OTUD3 inh	USP17 inh	USP28 inh	UCHL1 block	USP8 inh	USP7 block
Cc1ccc(CN(C(=O)c2ccccc2[N+](=O)[O-])C2CCS(=O)(=O)C2)o1 (stereo not given)	-51	-5	-16	-10	-4	-5	10	-2
O=S(=O)(c1ccccc1)N1CCN(c2ncnc3c2nnn3Cc2ccccc2)CC1	18	5	-4	-3	-2	0	5	6
COc1ccc(CCN2CCc3nc4ncc(Cl)cc4cc3C2)cc1OC	i	-7	-195	-140	-226	-58	-78	-86
O=C(NCCCN1CCOCC1)c1nc(-c2ccc3[nH]ccc3c2)no1	0	1	-3	-3	-1	-3	-12	-1
COc1ccc(C2CC(=O)Oc3c2c(=O)n(C)c2ccccc32)cc1OC (stereo not given)	20	1	15	0	10	1	4	-11
Cc1cc(O)c2c(c1)C(=O)c1cc(O)cc(O)c1C2=O	-486	0	-84	2	-86	-5	-14	-24
Cn1cc(C(=O)N2CCC3(CC2)CO[C@H]([C@@]2(C)CC[C@@H](C(C)(C)O)O2)C3)c2ccccc21	5	-4	3	0	2	-1	-16	3
Cc1c(C)n(-c2ccc(Br)cn2)c2ncn(Cc3ccco3)c(=N)c12	-7	-2	-2	1	3	0	1	5
O=C(NCc1cccc(Cl)c1)c1nc(CS(=O)(=O)c2ccccc2)no1	-19	-4	0	·	21	-1	-7	-3
Cc1nn2c(CNS(=O)(=O)Cc3cccc(F)c3)c(C)nc2s1	-8	2	-8	-6	-14	-2	-31	1

2 of the compounds above, with values under each structure:
The line under a structure holds: USP30 block, USP10 inh, OTUD3 inh, USP17 inh, USP28 inh, UCHL1 block, USP8 inh, USP7 block
Cc1c(C)n(-c2ccc(Br)cn2)c2ncn(Cc3ccco3)c(=N)c12
    -7, -2, -2, 1, 3, 0, 1, 5
Cn1cc(C(=O)N2CCC3(CC2)CO[C@H]([C@@]2(C)CC[C@@H](C(C)(C)O)O2)C3)c2ccccc21
    5, -4, 3, 0, 2, -1, -16, 3

Another view of part of the listing above.
The line under a structure holds: USP30 block | USP10 inh | OTUD3 inh | USP17 inh | USP28 inh | UCHL1 block | USP8 inh | USP7 block
COc1ccc(CCN2CCc3nc4ncc(Cl)cc4cc3C2)cc1OC
  i | -7 | -195 | -140 | -226 | -58 | -78 | -86
O=C(NCCCN1CCOCC1)c1nc(-c2ccc3[nH]ccc3c2)no1
  0 | 1 | -3 | -3 | -1 | -3 | -12 | -1
COc1ccc(C2CC(=O)Oc3c2c(=O)n(C)c2ccccc32)cc1OC (stereo not given)
  20 | 1 | 15 | 0 | 10 | 1 | 4 | -11
Cc1cc(O)c2c(c1)C(=O)c1cc(O)cc(O)c1C2=O
  -486 | 0 | -84 | 2 | -86 | -5 | -14 | -24

Additional entries follow.
Compound	USP30 block	USP10 inh	OTUD3 inh	USP17 inh	USP28 inh	UCHL1 block	USP8 inh	USP7 block
COc1ccc(S(=O)(=O)N2CCC(C(N)=O)CC2)c2ccccc12	4	-2	9	-4	1	0	-58	1
O=C(Cc1nc(-c2ccccn2)n[nH]1)NCc1cccc(Cl)c1	-10	-3	2	-78	-13	-3	-267	-21
CN(C)C(=O)COc1ccccc1-c1nc(-c2ccccc2)no1	0	1	-9	-8	-14	2	-101	-22
O=C(c1ccccc1)C1CCN(C(=O)c2ccc(Cl)cc2)CC1	7	0	1	0	0	-1	-6	-23
CCOC(=O)c1cc(NC(=O)COc2ccccc2)ccc1N1CCOCC1	17	0	7	-3	-1	3	1	1
CCCOc1ccc(C(=O)Nc2ccc(S(=O)(=O)Nc3cc(C)nc(C)n3)cc2)cc1	-7	0	57*	-3	45*	1	-2	-3
COc1ccc(N2CCCn3c2nc2c3c(=O)n(Cc3ccccc3Cl)c(=O)n2C)cc1	17	4	12	7	9	1	6	1
Cc1cccc(N2CCN(C(=O)Cn3cc(-c4nnc(C(C)C)o4)ccc3=O)CC2)c1	3	-1	1	6	-1	-3	-1	1
O=C(CC1CCC2(CCNCC2)CC1)N1CCN(C2CCCCC2)CC1	-8	-1	-3	-3	-9	-3	-11	0
COc1ccccc1NC(=O)N1CCN(c2nc3ccncc3n(CC(C)C)c2=O)CC1	3	1	0	-3	-1	-3	5	-10
COCCN(C(=O)c1ccncc1)c1nc(-c2ccc(OC)cc2)cs1	-18	-1	-10	-6	-8	0	-10	-41
CN(Cc1ccccc1F)C(=O)c1ccc(-c2ccccc2F)o1	0	5	6	·	18	0	-9	-5
COc1cccc(NC(=O)CCC(=O)Nc2ccc3nc(N4CCOCC4)cc(C)c3c2)c1	1	-2	6	4	13	6	9	4
Cc1ccc(C)c(NC(=O)Cn2c(-n3nc(C)cc3C)nc3c(c2=O)CCC3)c1	16	-3	9	10	12	4	11	2
CNc1cc(C2CCCN2C(=O)c2noc3c2CCCC3)nc(C)n1 (stereo not given)	15	0	15	4	7	-1	12	3
Cc1ccc(-c2ccc(C(=O)N(c3ccccn3)c3ccccn3)cc2)cc1	4	1	5	-7	-2	2	-39	4
COc1cccc(C(=O)Nc2cnc(N3CCN(C)CC3)nc2)c1	-24	-2	-9	-21	27	-1	-7	0
O=C(c1cccs1)N1CCN(CC2CC=CCC2)CC1 (stereo not given)	12	-1	8	8	0	-1	2	3
O=C(Nc1ccc(F)cc1)c1cn(-c2ccccc2)nc1-c1cc2ccccc2oc1=O	7	2	8	9	2	4	4	9
CCc1cc(C2CCCN2C(=O)c2cc3nc(C4CC4)cc(C(F)(F)F)n3n2)on1 (stereo not given)	2	-1	1	0	1	0	-3	0
COc1ccc(NC(=O)Nc2ccc(-c3nnc(-c4ccccc4)o3)cc2)cc1OC	2	-2	9	5	1	1	1	3
CC(C(=O)Nc1ccc(F)cc1F)C1CCN(C(=O)Nc2ccccc2)CC1 (stereo not given)	-74	-1	-15	-18	-20	-4	6	-1
O=C(Nc1cccc(F)c1)N1CCN(c2cc(-c3ccncc3)[nH]n2)CC1	2	1	0	-11	8	1	-24	2
CC(C)CC(=O)Nc1scc(-c2ccccc2)c1C(=O)Nc1ccccc1F	28	6	20	·	9	2	15	10
Cc1nc(-c2ccccc2)sc1C(=O)COc1ccc(Cl)cc1Br	16	3	8	9	1	3	12	5
COc1cccc(-c2cc(CNC(=O)Cc3ccccc3)no2)c1	0	5	3	3	17	0	0	-1
O=C(c1ccnnc1)N1CC[C@@H]2CN(CCc3ccccc3)S(=O)(=O)[C@@H]2CC1	-6	0	-8	-16	-4	-4	-30	-5
CCN1C[C@@]23CN(C(=O)NCc4ccccc4C)C[C@@H](C[C@@H]2S1(=O)=O)O3	4	1	-2	-1	-1	-4	-15	0
Cc1ccc(-c2nnc(N3CCC(C(=O)N4CCN(C)CC4)CC3)o2)cc1	-20	3	0	0	0	-1	-1	1
Cc1cc(N2CC(C)OC2=O)nc(C2CCN(C(=O)OC(C)(C)C)CC2)n1 (stereo not given)	35*	2	8	12	14	0	9	-1
COc1ccc(Cc2noc(C3(c4cccc(Br)c4)CCOCC3)n2)cc1	-15	2	2	1	1	8	16	0
COc1ccc(C(=O)Nc2ccccc2Cc2ccccc2)c(OC)c1OC	23	7	20	27	13	9	20	5
Cc1ccccc1NC(=O)C1(N(Cc2ccco2)C(=O)Cc2nc(N)n[nH]2)CCCCC1	0	0	1	-2	1	1	0	0
COc1ccc(-c2c(C(=O)O)sc3c2NC(=O)CC3c2cccc(F)c2F)cc1 (stereo not given)	-7	2	-17	-5	-16	-1	-5	0
Cc1ccc(CNC(=O)Cn2c(=O)c3sccc3n(CC(=O)Nc3ccc(Br)cc3)c2=O)cc1	26	3	4	10	10	1	23	8
O=C(c1[nH]nc2c1COc1ccccc1-2)N1CCN(C2CCCCC2)CC1	-12	-4	-11	-25	-7	-6	-41	-4
COc1ccc(CC(=O)NC2CC3(CCOCC3)Oc3ccccc32)cc1OC (stereo not given)	25	0	2	2	2	3	-2	7
O=C(c1ccccc1)N1CCCCCC1C1CCN(c2ncccn2)CC1 (stereo not given)	26	0	12	8	11	0	13	1
Cc1cc(=O)[nH]c(Sc2c(-c3ccccc3)c3cc([N+](=O)[O-])ccc3[nH]c2=O)n1	-83	15	-4	5	10	3	-34	-135
Cc1cc(C2CN(C(=O)CN3CCCCCC3=O)CCO2)nc(C)n1 (stereo not given)	0	2	-3	-11	-5	0	-45	0
O=C(COc1ccc(Cl)cc1)NCC(c1ccco1)N1CCCC1 (stereo not given)	-29	-3	-8	-12	-15	-2	5	-11
CC(=O)c1cccc(NC(=O)C2CCCN(c3cnc4nccnc4c3)C2)c1 (stereo not given)	i	-8	-167	-131	-200	-71	-164	-81
CC1CCN(c2nc3c(c(=O)[nH]2)CN(Cc2ccccn2)CC3)CC1	-9	-4	1	-4	-6	0	-19	5
CC1=C(c2ccccc2)S(=O)(=O)N(CC(=O)Nc2cccc(C)c2C)C1=O	15	5	6	4	8	0	5	8
N#Cc1cccc(NC(=O)c2cncc(NS(=O)(=O)c3ccccc3)c2)c1	-42	-1	2	-4	-5	-2	-38	1
CN(C)c1cccc(C(=O)N2CCN(c3cnn4cnnc4c3)CC2)c1	18	0	7	14	13	0	26	7
O=C(Cn1ccc2ccccc21)NCC1CCCO1 (stereo not given)	25	0	14	8	10	-1	-1	3
CCOC(=O)CSc1cc(CS(=O)c2ccc(Cl)cc2)nc(-c2ccccc2)n1 (stereo not given)	41*	14	19	27	22	8	12	-2
CC(C)(C)OC(=O)N1CCN(c2nccn3nc(-c4ccccc4)cc23)CC1	-44	-10	-14	-9	-15	0	-1	-9
Cc1sc2ncnc(NCCCN3CCCC3=O)c2c1C	·	-1	-4	0	·	-3	-3	0

(continued)
Compound	USP30 block	USP10 inh	OTUD3 inh	USP17 inh	USP28 inh	UCHL1 block	USP8 inh	USP7 block
O=C(NCCS(=O)(=O)N1CCN(c2ccc(F)cc2)CC1)c1ccc(F)cc1	-3	0	9	12	6	4	2	-6
COc1ccc(S(=O)(=O)NCCSc2ccccc2)cc1Br	37*	17	15	28	14	9	8	8
CC1CCN(C(=O)C2CCc3nc(N4CCN(C(=O)C5CCC5)CC4)sc3C2)CC1 (stereo not given)	-9	1	-4	-6	-3	-6	-4	-4
Cc1ccc([N+](=O)[O-])cc1NC(=O)CN1CCC(C(=O)c2cccc(F)c2)CC1	24	-1	15	6	15	4	-46	-5
O=S(=O)(c1ccc(Oc2ncnc3sc(-c4ccccc4)cc23)c(Cl)c1)N1CCOCC1	-64	-5	-21	-21	-17	-6	-41	-3
COc1cc(N2C[C@H](OCC3CCOCC3)[C@H]3OCCC[C@H]32)ncn1	-4	0	2	-11	-5	-3	-66	-1
Cc1oc(CNC(=O)c2cccc(F)c2)nc1C(=O)N1CCCC1	-1	-2	-1	-7	-5	0	-18	0
O=C(CNc1nc(CN2CCOCC2)nc2scc(-c3ccccc3)c12)Nc1ccc(F)c(F)c1	-26	0	-11	-19	-2	4	-7	-19
O=C(Nc1nccn(-c2ccc(F)cc2)c1=O)c1ccccc1	-2	-2	-5	-10	1	0	2	-2
Cc1ccc(-n2nc(C)c3nc(CCC(=O)NCc4ccccc4)c(=O)n(C)c32)cc1	25	4	8	12	13	0	8	-5
N#Cc1cccc(N2CCCC3(CN(Cc4ccncc4)CCO3)C2)n1 (stereo not given)	0	-2	-8	-15	-8	-7	3	-6

Compound activity as filed in PubChem.
